ERK EGF block = blocks ERK signaling stimulated by EGF | Potency, µM (doses to about 11.5 µM), inactives show top-dose activity change, negative = inhibition, most hits filed as inhibitors | hit rate 0.41% among 130,000 | HEK293-V1b, EGF-stimulated phospho-ERK AlphaScreen; active = well fitted inhibition curve with a large enough effect; inconclusive = small, poorly fitted or top-dose-only effect, or effect the other way;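 note: plate controls were stimulated vehicle wells for no effect and unstimulated vehicle basal for full effect; nearly all actives have a fitted effect of over 55% in size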
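Stably V1b-transfected HEK293 cells; 30 min compound, then EGF 25 nM final for 5 min at 37C; 10 min lysis; phospho-ERK by AlphaScreen after 5 hr beads at room temperature.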
* marks the source's active call; other numbers are inactive results; ? = inconclusive; [ ] = dose if it differs, or a comment. Potency is the fitted concentration of half-maximal effect. A portion of the library; count on the stated rates, not on these rows.

SMILES	ERK EGF block
CCn1cc(CN2CCCC(C(=O)c3ccc(-c4ccccc4)c(F)c3)C2)cn1 (stereo unspecified)	-10%[57.5 µM]
CCOC(=O)c1[nH]c2cc(OC)c(OC)cc2c1NC(=O)CCN1CCSCC1	-2%[57.5 µM]
O=C(c1ccccc1)c1c[nH]c2cc3c(cc2c1=O)OCCO3	-2%
OCCN(Cc1ccccc1)C(=S)NC1CCCCC1	-7%
Nc1ccc(C(=O)N/N=C\C=C\c2ccc([N+](=O)[O-])cc2)cc1	-3%
Cc1nc(NCc2ccccc2)c2nc(-c3ccccc3)n(CC3CCN(C)CC3)c2n1	8%
O=C(Nc1cccn2ncnc12)C(F)(F)F	6%
CCCCCC(=O)Nc1cccc(C2=NOC3(C2)C[C@@H](C(N)=O)N(C(=O)c2ccc(Cl)cc2)C3)c1 (stereo partly specified)	4%[57.5 µM]
CC(C)CNC(=O)N1c2ccccc2Sc2ccccc21	-4%[57.5 µM]
COc1cc(OC)cc(C(=O)NCC(=O)OCC(=O)c2cc(OC)ccc2OC)c1	4%
CC(C)(C)NC(=O)COC(=O)c1ccccc1C(=O)c1ccccc1	-5%
COc1ccc(-c2nc(-c3ccccc3)oc2Nc2c(C)cccc2C)cc1	-20%

Another view of part of the listing above.
OCCN(Cc1ccccc1)C(=S)NC1CCCCC1
  ERK EGF block: -7%
Nc1ccc(C(=O)N/N=C\C=C\c2ccc([N+](=O)[O-])cc2)cc1
  ERK EGF block: -3%
Cc1nc(NCc2ccccc2)c2nc(-c3ccccc3)n(CC3CCN(C)CC3)c2n1
  ERK EGF block: 8%
O=C(Nc1cccn2ncnc12)C(F)(F)F
  ERK EGF block: 6%

Remaining list, next part:
SMILES	ERK EGF block
Cc1ccc(NC(=O)CSc2nnc(-c3cccnc3)n2-c2ccc(C)cc2)cc1	2%
O=C(Nc1ccccc1)C1=C[C@@H](c2ccc(Br)cc2)C[C@@H](OCCCCO)O1	-2%[57.5 µM]
N=c1n(CCCOc2ccc(Br)cc2)c2ccccc2n1CC(N)=O	-7%[57.5 µM]
Cc1ccc2nc(-c3ccc(-c4ccccn4)s3)cn2c1	-11%[57.5 µM]
O=c1[nH]cnc2c1nc(Cl)n2C1OC(CO)C(O)C1O (stereo unspecified)	28%
CC(C)c1cc(N=NC(N)=O)cc(C(C)C)c1O	13%
O=C(Nc1ccccc1)N(CCCN1CCOCC1)Cc1cc2cc3c(cc2[nH]c1=O)OCCO3	-4%
CC1=C(/C=C/C(C)=C/C=C/C(C)=C/C=C/C=C(C)/C=C/C=C(C)/C=C/C2=C(C)C(=O)CCC2(C)C)C(C)(C)CCC1=O	25%
CC(C)Nc1nc(NC(N)=S)nc(NC(C)(C)C)n1	2%
Cc1ccc(S(=O)(=O)N[C@@H](C)C(=O)N2CCC(C(=O)N3CCC[C@H]3C(=O)O)CC2)cc1	-1%[57.5 µM]
O=C(N/N=C/c1c[nH]c2ccccc12)c1cc2ccccc2o1	7%[57.5 µM]
CC(=O)N1[C@H](C)C=C[C@]1(Cc1ccccc1)C(=O)NCc1ccccn1	0%
CSc1ccccc1NC(=O)CSc1nncs1	-5%
CCO[C@H]1OC(C(=O)Nc2ccccc2)=C[C@@H](c2ccc(Br)cc2)[C@@H]1CCCO	-3%[57.5 µM]
Cc1ccc(S(=O)(=O)NCC2CCC(C(=O)NCCCOC(C)C)CC2)cc1 (stereo unspecified)	-2%
Clc1ncn(CCOc2ccccc2)c1Cl	0%
CCN(CC)C(=O)Cn1cc(C(=O)C(=O)NCCCn2ccnc2)c2ccccc21	-10%
O=C(COC(=O)Cc1c[nH]c2ccccc12)NC1CCCCC1	-3%
COC(=O)C1c2ccccc2-c2ccccc21	-3%
COc1ccc(F)cc1C(=O)C1CCCN(Cc2cn(C)c3ccccc23)C1 (stereo unspecified)	8%
COC(=O)c1sc(C(C)(C)C)cc1CSc1ccccc1	2%[57.5 µM]
COc1cc(C)ccc1S(=O)(=O)N1CCCCCC1	7%
O=C(COc1cccc([N+](=O)[O-])c1)N/N=C/c1ccco1	-2%
Cc1ccc(NC(=O)c2ccc([N+](=O)[O-])cc2Cl)nc1	-3%
CC1CCc2c(nc3sc4c(c3c2N)CCCC4)C1 (stereo unspecified)	2%
COc1ccc(Oc2ccc(C(F)(F)F)cc2N)cc1	3%[57.5 µM]
C[C@@]12CCC(=O)C=C1CC[C@H]1[C@H]3CC[C@](O)(C(=O)CO)[C@]3(C)CC(=O)[C@@H]12	13%[25.7 µM]
O=C(NCC1CCCO1)C1c2ccccc2Oc2ccccc21 (stereo unspecified)	-8%
COc1ccc(N2C(=O)C(CC(=O)Nc3ccc(F)cc3)N(CCc3ccc(OC)c(OC)c3)C2=O)cc1 (stereo unspecified)	1%
CC(C)CCN1CCN(CC#Cc2ccccc2)CC1CCO (stereo unspecified)	2%
COc1ccc(CCN(C(=O)C(F)(F)F)C(C(=O)NC2CCCCC2)c2cccs2)cc1 (stereo unspecified)	-9%
COC(=O)C1=C(C)NC(=S)NC1c1ccco1 (stereo unspecified)	-2%
Fc1ccccc1/C=C/c1ccc2ccccc2n1	5%
COc1c(C)cc(S(=O)(=O)NC2CC(C)(C)NC(C)(C)C2)c(C)c1C	-7%
COCCOc1cc(N)c(Cl)cc1Cl	2%
O=C(NC1CCCC1)C(c1ccncc1)N(C(=O)c1csnn1)C1CCCC1 (stereo unspecified)	12%
CCOC(=O)C1(Cc2cccc(OC)c2)CCN(Cc2cnc(C)s2)CC1	-11%[57.5 µM]
CN(C)C(=O)Oc1ccc[n+](C)c1	-6%[57.5 µM]
Cc1cc(C)n(C2CC(=O)N(c3cc(Cl)cc(Cl)c3)C2=O)n1 (stereo unspecified)	-20%[57.5 µM]
Cc1c(N=C2C=CC(=O)c3ccccc32)c(=O)n(-c2ccccc2)n1C	?
O=C1NCCN1CCNS(=O)(=O)c1ccc(F)cc1	7%
CNC(=S)N1CCN(c2ccccn2)CC1	-3%
C=CCNC(=S)NNC(=O)c1cc(Cl)ccc1OC	6%[57.5 µM]
CC(C)(C)NC(=O)C(c1ccncc1)N(C(=O)c1csnn1)c1cccc2ccccc12 (stereo unspecified)	-1%
Clc1cccc(CN2CCN(Cc3nc(CCc4ccccc4)no3)CC2)c1	-5%
COc1ccccc1NC(=O)c1c(Nc2ccccc2F)sc(C(=O)Nc2cccc(Cl)c2)c1N	7%
COc1ccc(/C=C/C(=O)NC(=S)N2CCN(c3ccccn3)CC2)cc1OC	-3%
O=C(CSc1cccc[n+]1[O-])c1ccc(-c2ccccc2)cc1	-5%
O=C(NNc1ccccc1[N+](=O)[O-])NC1CCCCC1	3%
O=c1c2ccccc2nnn1COc1cccc(Cl)c1	-8%
CC(c1ccncn1)N(C)Cc1nc(Cc2ccccc2F)no1 (stereo unspecified)	10%
COC(=O)c1c(NC(NC(=O)C(C)C)C(Cl)(Cl)Cl)sc2c1CCC2 (stereo unspecified)	-2%
COC(=O)[C@@H]1C[C@@]2(O)[C@@H](O)[C@@H](O)[C@@H](O)C[C@H]2N1Cc1ccc(N2CCOCC2)cc1	2%
O=C(CCN1C(=O)c2ccccc2C1=O)C1=NN[C@@H]2C(=O)N(c3ccc4c(c3)OCCO4)C(=O)[C@H]12	13%[57.5 µM]
Cc1cc(C)c(NC(=S)NCCCSC2CCCCC2)c(C)c1	1%
COc1ccc(Cl)cc1NC(=O)c1ccccc1C	9%
CNc1nc2cc([N+](=O)[O-])c([N+](=O)[O-])cc2nc1NC	40%
COc1cc(C(=O)OCCCN=C2NS(=O)(=O)c3ccccc32)cc(OC)c1OC	-3%
Cn1cc(CN2C[C@H]3CC[C@H]2C3)c(-c2ccccc2F)n1	2%
COc1cc2[nH]c(=O)n(CCC(=O)N3CCN(Cc4ccc5c(c4)OCO5)CC3)c(=O)c2cc1OC	-1%

(more compounds)
SMILES	ERK EGF block
NS(=O)(=O)c1cc(Cl)c(Cl)c(S(N)(=O)=O)c1	-4%[25.7 µM]
Cc1[nH]c(=O)[nH]c(=O)c1/C=C/C(=O)OCC(C)C	10%
CCOC(=O)CNC(=O)Cc1ccc(Cl)cc1	-23%[57.5 µM]
Cc1ccc(SCC(=O)N(C)C2CCS(=O)(=O)C2)cc1 (stereo unspecified)	-5%
CCOC(=O)C1(Cc2ccc(Cl)cc2)CCN(C(=O)c2sc(C)nc2C)CC1	?
CCCc1cc(=O)[nH]c(Nc2ccc3c(c2)OCCO3)n1	-4%
CCC(O)(CC)C(=O)NN(C(=O)CCl)c1ccccc1	3%
Cc1cc(Nc2ccc(F)cc2F)n2ncnc2n1	0%
O=C(N/C(=C\c1ccccc1Cl)C(=O)N1CCOCC1)c1ccc([N+](=O)[O-])cc1	-3%
COc1cc(C(=O)NCCOc2cccc3cccnc23)cc(OC)c1OC	6%
CC(C)Cc1oc(C(=O)O)cc1CN1CCOCC1	0%
COC(=O)c1ccc(C(=O)OC)c(NC(=S)N2CCOCC2)c1	-6%

Retrieved by structure from the list above, 5 records:
SMILES	ERK EGF block
Cc1cc(Nc2ccc(F)cc2F)n2ncnc2n1	0%
COC(=O)c1ccc(C(=O)OC)c(NC(=S)N2CCOCC2)c1	-6%
NS(=O)(=O)c1cc(Cl)c(Cl)c(S(N)(=O)=O)c1	-4%[25.7 µM]
CCC(O)(CC)C(=O)NN(C(=O)CCl)c1ccccc1	3%
CCOC(=O)C1(Cc2ccc(Cl)cc2)CCN(C(=O)c2sc(C)nc2C)CC1	?

An excerpt from above in order of heavy-atom count, ascending:
SMILES	ERK EGF block
NS(=O)(=O)c1cc(Cl)c(Cl)c(S(N)(=O)=O)c1	-4%[25.7 µM]
Cc1cc(Nc2ccc(F)cc2F)n2ncnc2n1	0%
CCC(O)(CC)C(=O)NN(C(=O)CCl)c1ccccc1	3%
CCCc1cc(=O)[nH]c(Nc2ccc3c(c2)OCCO3)n1	-4%
O=C(N/C(=C\c1ccccc1Cl)C(=O)N1CCOCC1)c1ccc([N+](=O)[O-])cc1	-3%

(further entries)
SMILES	ERK EGF block
CCOC(=O)C1=C(C)N=C2c3ccccc3C(=O)C2C1c1ccc(Br)cc1 (stereo unspecified)	?
CN(C)S(=O)(=O)c1ccc(Cl)c(C(=O)Nc2ccccc2[N+](=O)[O-])c1	-3%
Cc1ccc(N2C(=O)C(CN3CCCC3)C2c2ccccc2)cc1 (stereo unspecified)	8%
COC(=O)c1ccc(NC(=O)Cn2c(-c3nonc3N)nc3ccccc32)cc1	-10%
CC(C1CCN(Cc2cn(C)nc2-c2cccc(Cl)c2)CC1)N1CCOCC1 (stereo unspecified)	-2%
CC(C)NC(=O)CCCc1c[nH]c2ccccc12	26%
O=C(COc1ccc(Cl)cc1Cl)c1ccc[nH]1	-1%[57.5 µM]
CC(=O)Nc1ccc(C(=O)N(C)C(C(=O)Nc2ccccc2)c2ccccn2)cc1 (stereo unspecified)	3%
CCCCNc1ccc2c3c(cccc13)C(=O)N(CCCC)C2=O	?
O=c1nc2ccccc2c2n1CC(CN1CCN(C(c3ccccc3)c3ccccc3)CC1)N2 (stereo unspecified)	-9%
NNC(=O)c1ccc(Cn2cc(Br)cn2)cc1	-3%
CCN(C(=O)CSc1cc(C)c2ccc(OC)cc2n1)C1CCS(=O)(=O)C1 (stereo unspecified)	-5%[57.5 µM]
FC(F)(F)c1ccccc1/C=N/Nc1ccccn1	3%
CCN(C(=O)COC(=O)c1[nH]c(=O)[nH]c(=O)c1N)c1ccccc1	5%
CCN1CCN(C(=S)c2ccc([N+](=O)[O-])cc2)CC1	3%
CC1(C)CC(NC(=O)CCc2nnc(CCCCc3ccccc3)o2)CCO1 (stereo unspecified)	-9%
CCOc1ccc(NC(=O)CC2SC(N)=NC2=O)c([N+](=O)[O-])c1 (stereo unspecified)	-2%
O=C1CC(c2ccccc2)CN1C(=O)c1cccnc1 (stereo unspecified)	-6%
CCN(CC)c1c(-c2ccccc2)c2cc(C)ccc2[nH]c1=O	12%
CN=C(Nc1ccc(C)c(C)c1)SC1CC(=O)N(c2ccc(OC)cc2)C1=O (stereo unspecified)	-6%
O=C1CC(c2ccccc2)Oc2ccccc21 (stereo unspecified)	13%
O=C(CSc1nnc(SCc2ccc(F)cc2)s1)Nc1ccc(C(=O)O)cc1	-14%[57.5 µM]
CC(NS(=O)(=O)c1ccc2[nH]c(=O)c(=O)[nH]c2c1)C(=O)O (stereo unspecified)	2%
CC1CN=C(N(C(=S)Nc2ccccc2)c2cccc(C(F)(F)F)c2)S1 (stereo unspecified)	-1%[57.5 µM]
Cc1ccc(C(=O)NNC2CC(=O)N(c3ccc4c(c3)OCCO4)C2=O)cc1 (stereo unspecified)	-6%
O=C(c1ccccc1-c1nc(-c2ccccc2)no1)N1CCCC1	4%
O=c1onc(-c2ccc(Cl)cc2)n1Cc1ccc(F)cc1	-3%
CC(=O)Oc1ccc2c(c1)OC(c1ccccc1)CC21CC(C)(C)NC(=O)N1 (stereo unspecified)	-4%
Cc1cccc(N(C)c2cc(C)nc3ncnn23)c1	1%
O=C(/C=C/c1cccc([N+](=O)[O-])c1)N1CCN(Cc2ccc3c(c2)OCO3)CC1	1%
COc1ccc(Cn2nc(-c3ccccc3)c(N3CCCCC3)cc2=O)cc1	-4%
CN1CCN(CCNC(=O)c2cn(Cc3ccccc3F)nn2)CC1	-3%

Structures shown so far containing a thiophene ring, fused or not (six):
SMILES	ERK EGF block
Cc1ccc2nc(-c3ccc(-c4ccccn4)s3)cn2c1	-11%[57.5 µM]
COC(=O)c1sc(C(C)(C)C)cc1CSc1ccccc1	2%[57.5 µM]
CC1CCc2c(nc3sc4c(c3c2N)CCCC4)C1 (stereo unspecified)	2%
COc1ccc(CCN(C(=O)C(F)(F)F)C(C(=O)NC2CCCCC2)c2cccs2)cc1 (stereo unspecified)	-9%
COc1ccccc1NC(=O)c1c(Nc2ccccc2F)sc(C(=O)Nc2cccc(Cl)c2)c1N	7%
COC(=O)c1c(NC(NC(=O)C(C)C)C(Cl)(Cl)Cl)sc2c1CCC2 (stereo unspecified)	-2%

Screening results deposited in PubChem BioAssay by National Center for Advancing Translational Sciences (NCATS).
